TRHR ag = activates the human TRH receptor; TRHR cells, calcium flux fluo-8, FDSS agonist mode; activation, % at 2 µM; 360,000 compounds, 0.18% hits; AID 493084; in the data active = activation above about 30%; note: 0% is about no effect
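TRHR-expressing cells loaded with fluo-8 calcium dye; 23 nL library compound pin-transferred, kinetic FDSS fluorescence (Ex 480/Em 530) recorded about 180 s for agonist-induced calcium release, before a 10 nM TRH EC20 addition for potentiator mode.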
TrxR1 inh = blocks rat thioredoxin reductase 1; O89049; recombinant rTrxR1, NADPH fluorescence consumption, selenite substrate; Potency, µM (doses to about 114 µM), without a hit: at the highest dose activity change, negative = inhibition, most hits filed as inhibitors; 390,000 compounds, 1% hits; AID 588453; note: potency is the fitted concentration of half-maximal effect; % is set by controls: 0 for no effect and ±100 for the full control effect; nearly all actives have a fitted effect of over 65% in size
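Rat TrxR1 (90 nM in the dispensed reagent) was pre-reduced with 400 uM NADPH for 5 min at room temperature, then incubated with compound for 15 min. After 400 uM selenite was added, NADPH fluorescence (Ex 340/Em 450 nm) was followed for 8 min.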
D2 antag = antagonizes the human D2 dopamine receptor; P14416; HEK293 TREx D2 cells, calcium flux, dopamine EC80; inhibition, % at 10 µM; 340,000 compounds, 2% hits; AID 485344; in the data active = inhibition above about 30%; note: 0% is about no effect
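Compounds are added to dye-loaded, induced HEK293 T-REx cells coupled to calcium release via D2; after a 3 min kinetic read an EC80 dopamine stimulus is given and fluorescence is recorded for 3 more min.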
Pin1 inh = blocks the human prolyl isomerase Pin1; Q13526; Pin1 FP peptide displacement, HiFluor488, 10 min; Potency, µM (top dose mostly 115 µM), for the others: top-dose activity, negative = inhibition, usual class: inhibitors; 390,000 compounds, 0.009% hits; AID 504891; active = well fitted inhibition curve with a large enough effect in the polarisation, with a control signal flat, not every such curve was filed as active; inconclusive = small, poorly fitted or top-dose-only effect, or effect the other way, or a change in a side signal; inactive = no such curve, though single readings can be large or run the other way; the % refers to the polarisation; note: potency is the fitted concentration of half-maximal effect; % is set by controls: 0 for no effect and ±100 for the full control effect
Target sequence (Q13526 whole entry, looked up): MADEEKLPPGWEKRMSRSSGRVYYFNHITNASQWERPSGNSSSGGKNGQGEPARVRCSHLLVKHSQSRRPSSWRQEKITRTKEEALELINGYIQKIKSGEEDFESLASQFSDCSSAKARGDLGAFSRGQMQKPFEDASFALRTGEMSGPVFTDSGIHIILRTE
USP1-UAF1 inh = USP1/UAF1 (human) deubiquitinase inhibition. Potency, µM (highest dose often 57.1 µM), inactives show at the top dose activity change, negative = inhibition, actives largely listed as inhibitors. 390,000 compounds, 0.23% hits. recombinant USP1/UAF1, Ub-Rhodamine cleavage fluorescence. AID 743255. O94782; note: potency is the fitted concentration of half-maximal effect; % is set by controls: 0 for no effect and ±100 for the full control effect; nearly all actives have a fitted effect of over 60% in size; inactives centre near -12
Target sequence (O94782 whole entry, looked up): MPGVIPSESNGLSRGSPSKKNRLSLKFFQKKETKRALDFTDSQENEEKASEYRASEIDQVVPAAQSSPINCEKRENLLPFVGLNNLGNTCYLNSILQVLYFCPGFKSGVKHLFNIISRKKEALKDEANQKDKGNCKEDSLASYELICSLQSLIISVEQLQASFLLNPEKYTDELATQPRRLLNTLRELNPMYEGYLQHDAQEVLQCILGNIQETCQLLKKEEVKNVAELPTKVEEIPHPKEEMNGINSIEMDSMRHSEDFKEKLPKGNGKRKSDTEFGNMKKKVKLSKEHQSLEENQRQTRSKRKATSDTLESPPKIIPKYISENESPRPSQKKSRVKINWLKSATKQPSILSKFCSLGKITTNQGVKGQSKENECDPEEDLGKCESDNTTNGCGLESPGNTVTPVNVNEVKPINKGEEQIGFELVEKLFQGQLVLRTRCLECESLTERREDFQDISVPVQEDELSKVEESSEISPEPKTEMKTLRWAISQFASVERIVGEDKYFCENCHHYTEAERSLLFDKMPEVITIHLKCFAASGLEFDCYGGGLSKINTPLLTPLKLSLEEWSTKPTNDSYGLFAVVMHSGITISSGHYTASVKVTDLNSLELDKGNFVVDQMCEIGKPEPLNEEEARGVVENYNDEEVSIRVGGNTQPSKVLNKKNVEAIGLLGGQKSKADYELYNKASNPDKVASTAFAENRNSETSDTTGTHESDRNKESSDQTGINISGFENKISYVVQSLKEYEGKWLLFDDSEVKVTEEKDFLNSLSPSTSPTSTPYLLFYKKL
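USP1/UAF1 complex at 1 nM was preincubated with compound for 15 min at room temperature, then Ub-Rho substrate (150nM final) was added. Fluorescence (480/540 nm) was read kinetically, 6 reads every 60 seconds.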
D2 ag = D2 dopamine receptor (human) agonism; 340,000 compounds, 0.53% hits; HEK293 T-REx D2 cells, calcium flux agonist mode; P14416; activation, % at 2 µM; AID 485358;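 active = activation over 3 SD above normal in the single-dose calcium agonist read, cut at about 30% in these data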; note: 0% is about no effect
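Tetracycline-induced HEK293 Trex cells with D2 receptor force-coupled to calcium signaling, plated overnight at 30 C and loaded with no-wash calcium dye. Calcium flux read kinetically for 180 s after compound addition; responses flag agonists.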
TrxR1 substrate = is turned over as a substrate by rat TrxR1; O89049; purified TrxR1 substrate turnover, NADPH consumption readout; AID 588456; 390,000 compounds, 0.01% hits; Potency, µM (doses to about 114 µM), for inactives: at the top dose activity change, negative = substrate turnover; note: potency is the fitted concentration of half-maximal effect; % is set by controls: 0 for no effect and ±100 for the full control effect; nearly all actives have a fitted effect of over 50% in size
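Rat TrxR1, dispensed at 90 nM, was prereduced with 400 uM NADPH (final) for 5 min at ~22 deg C, then incubated with compound 15 min before 400 uM selenite. A first-read NADPH fluorescence drop versus no-compound background flagged substrates.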
TRHR enhancer = TRH receptor (human) allosteric enhancement; P34981; TRHR cells, fluo-8 calcium fluorescence, EC20 TRH enhancement; enhancement, % at 2 µM; 360,000 compounds, 0.66% hits; AID 493056; in the data active = enhancement above about 30%; note: 0% is about no effect
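Enhancer read-out: after compound pinning and an initial kinetic agonist-mode read, an EC20 of TRH (10 nM final) was injected and fluo-8 calcium signal (Ex 480/Em 530) followed at 1 s/cycle for 100 cycles in TRHR-expressing cells.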
IDH1 R132H inh = inhibitors of human mutant IDH1 R132H | O75874 | IDH1-R132H enzyme, NADPH consumption, diaphorase/resazurin fluorescence | Potency, µM (highest dose often 76.6 µM), for the others: top-dose activity change, negative = inhibition, hits mostly inhibitors | 390,000 compounds, 0.093% hits | AID 602179; note: potency is the fitted concentration of half-maximal effect; % is set by controls: 0 for no effect and ±100 for the full control effect; nearly all actives have a fitted effect of over 65% in size
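IDH1-R132H (0.5 ug/mL dispensed) in pH 7.5 Tris buffer was preincubated 30 min with compound, then given a substrate mix of 0.016 mM NADPH and 2 mM alpha-KG for 80 min at room temperature; remaining NADPH was read by diaphorase/resazurin fluorescence.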
Active calls of the source: *; ? = inconclusive; · = no result given; & = joins results of further samples; [ ] = dose if it differs, or a comment. Unless noted, calls come from the whole dose curve; as a rule, active = well fitted inhibition curve with a large enough effect; inconclusive = small, poorly fitted or top-dose-only effect; inactive = no such curve, though single readings can be large or run the other way. A portion of the library; count on the stated rates, not on these rows.

SMILES	TRHR ag	TrxR1 inh	D2 antag	Pin1 inh	USP1-UAF1 inh	D2 ag	TrxR1 substrate	TRHR enhancer	IDH1 R132H inh
CCS(=O)(=O)c1nc(S(=O)(=O)c2ccc(Cl)cc2)c(N2CCC(O)CC2)s1	0.2	6%	13	-9%	-12%	0.7	-5%	-2	-12%
CCN(CC)CCn1c2c(c(SCC(=O)Nc3ccc4c(c3)OCCO4)nc1=O)CCCC2	-0.3	-7%	3	-5%	-5%	0.3	-4%	-4	6%
COC(=O)[C@@]12CCCN1[C@H](c1ccc(-c3ccc(Cl)c(Cl)c3)cc1)[C@H]1C(=O)N(C)C(=O)[C@H]12	0.1	10%	-16	48%[activator]	?	1.2	4%	2	13%
Cc1cccc(C)c1OCC1CNC(=O)O1 (stereo unspecified)	0.2	-16%	36*	-4%	-16%	0.1	-9%	-2	1%
COc1cc(CNC(C)C)ccc1OCC(=O)Nc1cccc2ccccc12	1.0	5%	-22	2%	-17%	0.4	0%	-1	4%
CCCCOC(=O)c1ccc(NC(=O)c2cc3c(=O)n4cccc(C)c4nc3s2)cc1	0.0	9%	·	-2%	18%	-0.7	4%	-6	-8%
Nc1c(-c2nc(-c3cccs3)no2)nnn1-c1cccc(Cl)c1	0.4	37%[activator][57.1 µM]	·	6%	-9%	-0.5	6%[57.1 µM]	1	-7%
CC(=O)Nc1cc(-c2nn(C)c(=O)c3ccccc23)ccc1N1CCCCC1	0.0	20%	·	10%	-10%	·	7%	1	2%
Cc1ccc2sc(NC(=O)C3CC3)nc2c1C	0.4	22%	7	-1%	-14%	0.3	3%	-1	2%
Cc1ccc(NC(=O)NNC(=O)c2cccs2)cc1	-0.4	9%	3	-1%	-9%	0.9	-1%	5	0%
CC(CNC(=O)CN1C(=O)CCSc2ccccc21)c1ccccc1 (stereo unspecified)	0.2	21%	-9	-8%	-18%	3.7	1%	3	-7%
CC(=O)c1cccc(NC(=S)N2CCN(S(C)(=O)=O)CC2)c1	0.9	-14%	4	2%	-6%	0.0	-5%	3	9%
O=C1c2ccccc2C(=O)c2c1ccc(O)c2O	·	-3%	·	?	?	·	-5%	·	13%
COc1ccc2c(c1)[nH]c1c(=O)n(Cc3ccccn3)cnc12	-0.7	3%	15	1%	-14%	-1.5	-7%	2	1%
CC(C)[C@@H](C(=O)NCC1CCCO1)N1C(=O)N2CCc3c([nH]c4ccccc34)[C@@]2(C)C1=O (stereo partly specified)	0.0	8%	-8	-1%	-2%	-0.8	2%	-6	-2%
Cn1c(=O)oc2cc(S(=O)(=O)NCCC(=O)N3CCc4ccccc43)ccc21	-0.1	-9%	-8	0%	-17%	0.4	-8%	22	-2%
O=C(c1ccco1)N1N=C(c2ccco2)CC1c1ccc(Cl)cc1Cl (stereo unspecified)	0.3	16%	0	14%	-19%	0.0	41%[activator]	-6	11%
COCCn1c(=O)[nH]c2cc(C(=O)N3CCN(c4ccccc4)CC3)ccc2c1=O	-0.4&-0.2	16%[0.0914 µM]	18	2%&0%	2%&-12%	16&14	-13%&-5%	-14&1	3%&-2%
Cc1ccc(S(=O)(=O)Nc2nc(C)c(C(=O)NNS(=O)(=O)c3cc(C)ccc3C)s2)cc1	-0.5	8%	4	-2%	0%	0.3	-5%	-2	-12%
Cc1ccc(Cn2cc(S(=O)(=O)c3ccc(C(C)C)cc3)c(=O)c3cc4c(cc32)OCO4)cc1	1.0	13%[57.1 µM]	36*	21%	-22%	0.1	-6%	16	-2%

The closing three compounds of the section before are carried over, then new ones follow.
SMILES	TRHR ag	TrxR1 inh	D2 antag	Pin1 inh	USP1-UAF1 inh	D2 ag	TrxR1 substrate	TRHR enhancer	IDH1 R132H inh
COCCn1c(=O)[nH]c2cc(C(=O)N3CCN(c4ccccc4)CC3)ccc2c1=O	-0.4&-0.2	16%[0.0914 µM]	18	2%&0%	2%&-12%	16&14	-13%&-5%	-14&1	3%&-2%
Cc1ccc(S(=O)(=O)Nc2nc(C)c(C(=O)NNS(=O)(=O)c3cc(C)ccc3C)s2)cc1	-0.5	8%	4	-2%	0%	0.3	-5%	-2	-12%
Cc1ccc(Cn2cc(S(=O)(=O)c3ccc(C(C)C)cc3)c(=O)c3cc4c(cc32)OCO4)cc1	1.0	13%[57.1 µM]	36*	21%	-22%	0.1	-6%	16	-2%
CCCCC(=O)NNC(=O)c1c(O)c2ccccc2[nH]c1=O	-0.2	15%	6	-5%	-23%	0.3	2%	3	-3%
COc1ccc(OCc2ccc(-c3nc(C#N)c(N4CCCCC4)o3)o2)cc1	0.8	11%	·	7%	-18%	·	7%	-1	-22%
O=C(CCN1C(=O)C2CC=C(Cl)CC2C1=O)NC1CCCCC1 (stereo unspecified)	0.5	10%	-9	-20%	-18%	-0.8	13%	13	0%
CC(C)(C)NS(=O)(=O)c1ccc(CCC(=O)N2CCCCC2)cc1	0.1	-17%	-12	3%	-6%	0.5	-7%	-5	1%
O=C(Cn1cnc2ccccc21)N/N=C/c1cccnc1	0.3	13%[57.1 µM]	7	6%	-7%	0.4	3%[57.1 µM]	-1	3%
CCOC(=O)C1=C(N)OC2=C(C(=O)CCC2)C1c1cccs1 (stereo unspecified)	-0.3	-1%	-37	-9%	-7%	-0.3	8%	4	11%
O=C(Nc1cccc([N+](=O)[O-])c1)c1ccc2ccccc2c1O	3.6	9%	12	-3%	-13%	11	-6%	-7	0%
N#Cc1cnc(SCC(=O)c2ccccc2)nc1N	-0.9	-15%	9	19%	-13%	-0.1	-5%	10	5%
COc1ccc(C2CC(c3ccccc3)=NN2C(=O)COC(=O)c2cc(S(=O)(=O)N3CCOCC3)ccc2F)cc1 (stereo unspecified)	1.4	-2%	-18	16%	-12%	1.5	5%[0.0914 µM]	-6	4%
CCc1ccc2c(c1)NC(c1cccnc1)=NC(c1ccc(C(C)(C)C)cc1)=N2	-2.1	13%	·	4%	-19%	0.0	-13%	-8	·
Cn1c(N2CCOCC2)nc2c1c(=O)n(Cc1ccc(Cl)cc1)c(=O)n2C	·	-8%[57.1 µM]	·	0%	-1%	·	-1%[57.1 µM]	·	-7%
COc1ccc(C2C(C(=O)Nc3ccccc3)=C(C)Nc3nc(-c4ccccc4)nn32)c(OC)c1 (stereo unspecified)	0.1	-3%	·	26%	-14%	1.9	-4%	8	0%
CCN[C@H]1CN(CCCOC)S(=O)(=O)c2sc(S(N)(=O)=O)cc21	-0.2	10%	-2	2%	-12%	0.6	6%	-1	1%
CCN(CC)CCN1C(=O)C2C(C(=O)Nc3cccc(SC)c3)C3C=CC2(O3)C1C(=O)NC1CCCC(C)C1C (stereo unspecified)	-0.3	16%	20	-12%	-14%	0.3	6%	7	1%
COc1ccccc1CCNC(=O)c1ccc(C)o1	-0.1	13%	-11	-5%	-8%	-0.2	11%	-3	12%
COc1ccccc1-c1cc2nc(C)c(CCC(=O)NCc3ccco3)c(C)n2n1	-1.1	?	-4	8%	?	-0.5	18%	-2	-2%
COc1ccc(N2CCN(c3cc(C)nc4nc(-c5ccc(C)cc5)nn34)CC2)cc1	0.5	7%	·	2%	-2%	0.6	0%	16	-8%
COc1ccc(N(CC(C)C)S(=O)(=O)c2nnc(NC(=O)c3ccco3)s2)cc1	-1.0&0.2	-43%&9%	8	-5%&-2%	-22%&-15%	-0.1&1.8	-5%&-6%	8&-4	0%&-21%
Cc1ccc(COC(=O)c2nn(-c3ccccc3)nc2N)cc1	0.7	20%	-15	-1%	-18%	1.7	132%[activator]	24	-2%
Cc1ccc(-c2n[nH]c(=S)nc2-c2ccc(C)cc2)cc1	-0.3	-11%[57.1 µM]	1	-20%	-2%	0.4	1%[57.1 µM]	6	3%
CCOC(=O)NC(=O)c1cn(-c2ccc(OC)cc2)c(=O)[nH]c1=O	-1.1	-3%	-3	?	5%	-0.5	-5%	4	3%
CCN(CC)c1ccc(C(=O)NNC(=O)CCc2nc3ccccc3c(=O)[nH]2)cc1	0.7	8%	0	1%	-23%	-1.0	-2%	-10	9%
Cc1ccc(NC(=O)CSc2nc(N)c3cc4c(nc3n2)CCCC4)cc1	-0.4	2%	-9	?	1%	-1.7	1%	2	-5%
Cc1cccc(NC(=O)/C(=C\c2ccc([N+](=O)[O-])o2)NC(=O)c2ccc(Cl)cc2)c1	-0.3	-33%	-11	5%	-7%	-1.7	-2%	1	-1%
O=C(Cc1ccccc1[N+](=O)[O-])NCC1(c2cccc3c2OCO3)OCCO1	·	15%[11.4 µM]	·	-17%	-9%	·	8%[11.4 µM]	·	-1%
Cc1nn(S(=O)(=O)c2ccc(F)cc2)c(C)c1S(=O)(=O)N1CCCCC1	-0.2&0.4	14%	0	-7%&-15%	-7%&-19%	0.1&-0.5	-1%	8&6	-7%&5%
O=C(c1ccc2nc(N3CCOCC3)sc2c1)N1CCCC1	-0.2	39%[activator]	3	0%	-9%	-0.9	8%	3	15%
O=C(NN=Cc1cccc2ccccc12)C1CC1	·	-10%[2.29 µM]	·	0%	-3%	·	-9%[2.29 µM]	·	8%
CCCOC(=O)c1ccc(Oc2cn[nH]c2-c2ccc(OCC(=O)NN)cc2O)cc1	0.9	17%	-13	1%	-30%	2.8	2%	-2	-2%
C/C(=N/NC(=O)c1ccc(Cl)cc1Cl)c1cccnc1	-1.4	12%	-28	-4%	-1%	-2.3	-1%	-20	-7%
O=C(CN(Cc1ccccc1)C(=O)CNS(=O)(=O)c1ccccc1)NCc1ccco1	2.2	-13%[0.0914 µM]	11	-1%	-10%	1.2	5%[57.1 µM]	2	5%
Cn1cc(/C=C(\C#N)C(=O)Nc2ncc(Cc3cccc(Cl)c3)s2)c2ccccc21	9.8	·	9	·	·	5.5	·	-2	·
Cc1[nH]c2ccccc2c1C(=O)CSC(=S)N(C)C1CCCCC1	0.7	-12%	-4	-4%	-2%	0.5	-14%	15	-3%
CC(NC(=O)COC(=O)Cc1ccsc1)C1CC2CCC1C2 (stereo unspecified)	-0.1	-4%	23	5%	-18%	1.0	-3%	-6	10%
